Assay outcomes from PubChem BioAssay.
ROC1-CUL1 inh: inhibitors of human ROC1-CUL1 ubiquitin ligase activity. inhibition, % at 10 µM. E3 ubiquitin-protein ligase RBX1 (Homo sapiens) + Cullin-1 (Homo sapiens), P62877+Q13616. AID 1347404, 2020. in vitro K48 di-Ub FRET, acceptor:donor ratio, 45 min. 140,000 compounds, 0.6% hits; in the data active = inhibition above about 25%
Target sequence (P62877 whole entry, looked up): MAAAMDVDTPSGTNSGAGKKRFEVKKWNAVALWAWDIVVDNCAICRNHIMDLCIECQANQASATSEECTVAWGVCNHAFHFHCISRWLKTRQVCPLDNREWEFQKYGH
Target sequence (Q13616 whole entry, looked up): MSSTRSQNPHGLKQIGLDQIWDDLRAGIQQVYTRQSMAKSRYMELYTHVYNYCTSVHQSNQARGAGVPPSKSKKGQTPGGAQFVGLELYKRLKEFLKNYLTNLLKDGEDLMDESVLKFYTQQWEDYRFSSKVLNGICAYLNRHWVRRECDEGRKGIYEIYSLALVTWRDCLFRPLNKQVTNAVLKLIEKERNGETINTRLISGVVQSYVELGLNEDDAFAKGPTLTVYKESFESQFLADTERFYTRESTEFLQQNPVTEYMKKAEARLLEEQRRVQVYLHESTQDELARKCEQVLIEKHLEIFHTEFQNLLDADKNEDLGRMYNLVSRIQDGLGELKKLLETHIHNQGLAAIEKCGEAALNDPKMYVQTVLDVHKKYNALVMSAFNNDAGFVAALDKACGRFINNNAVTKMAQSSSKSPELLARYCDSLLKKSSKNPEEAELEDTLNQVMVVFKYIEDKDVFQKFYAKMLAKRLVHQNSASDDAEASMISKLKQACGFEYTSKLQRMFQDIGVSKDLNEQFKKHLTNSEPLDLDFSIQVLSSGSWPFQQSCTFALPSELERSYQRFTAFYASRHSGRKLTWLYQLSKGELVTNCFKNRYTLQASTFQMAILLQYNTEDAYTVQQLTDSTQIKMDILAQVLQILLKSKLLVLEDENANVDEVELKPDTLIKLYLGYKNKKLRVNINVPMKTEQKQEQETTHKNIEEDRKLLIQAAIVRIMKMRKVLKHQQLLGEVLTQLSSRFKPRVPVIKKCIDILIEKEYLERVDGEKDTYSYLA
Active calls of the source: *. This is a subset; count on the stated rates, not on these rows.

SMILES | ROC1-CUL1 inh
Cc1cccc(-c2n[nH]c(=S)n2C)c1 | -15.2
O=CN1CCCN(C(=O)c2cc(COc3cccc4cnccc34)on2)CC1 | 6.9
CCN1CC=C2C(C1)C1(C(=O)Nc3ccccc31)C(C#N)C(=N)C2(C#N)C#N (configuration not stated) | 2.2
CCc1cc2c(=O)n(-c3ccc(Cl)cc3)c(=S)[nH]c2s1 | -2.6
CCCc1noc(CN2CCN(CCOC)CC2)n1 | -1.2
Cc1[nH]nc2c1C(c1ccc(-c3ccc(Cl)cc3)o1)C(C#N)C(=N)O2 (configuration not stated) | 0.9
COc1ccc(Cl)cc1-c1nc(N)nc(NC2CCCCC2)n1 | 8.7
CC1(C)CC(NC(=O)C2CCCCC2)CC(C)(CNC(=O)C2CCCCC2)C1 (configuration not stated) | -0.5
O=C(c1cccs1)N1CCCc2cc(NS(=O)(=O)c3ccc(Cl)cc3)ccc21 | 8.9
COC(=O)C(NC(=O)Cc1ccccc1)(Nc1cccc(C)n1)C(F)(F)F (configuration not stated) | -6.4
CCc1ccccc1NC(=O)Cc1coc2ccc3ccccc3c12 | 7.6
COCc1ccc(C(=O)Nc2ccc(-c3nc(CNC(=O)Cn4nc(C)cc4C)c(C)o3)cc2)o1 | -4.9
CCN(C(=O)Cn1nc(Cc2ccncc2)c2ccccc2c1=O)c1cccc(C(F)(F)F)c1 | 0.0
c1ccc2c(c1)oc1c(N3CCCC3)ncnc12 | 2.6
CCOC(=O)c1c(C)oc2nc(C)nc(NCc3ccc(F)cc3)c12 | -1.5
Cc1n[nH]c(=O)nc1NCCN(C)C | 5.9
CCn1nc(C)c(CN2CCC3(CC2)c2ccccc2[C@@H](NC(=O)c2ccco2)[C@@H]3OC)c1C | 8.8
O=C1S/C(=C\c2cccs2)C(=O)N1Cc1ccc(F)cc1 | -5.1
CN1C(=O)CC(=NC(C)(C)C)N(C)C1=O | 0.0
CCOC(=O)N1CCN(Cc2ccc3c(c2)CN(C(=O)CCc2cnn(C)c2)CCO3)CC1 | 8.7
CC(C)Oc1ccc(C(=O)NS(=O)(=O)c2ccc(N)cc2)cc1 | -9.4
O=C(Nc1ccc(C(F)(F)F)cc1)c1ccc2c(c1)C(=O)N(CC1CCCO1)C2=O (configuration not stated) | -0.1
Cc1ccc2oc(-c3ccc(Cl)c(NC(=O)c4ccc([N+](=O)[O-])c(C)c4)c3)nc2c1 | -5.1
O=C(NCCCN1CCOCC1)c1csc2c1CCCC2 | 0.7
Cc1cc(=O)n(Cc2ccc(Cl)cc2)c2c1c(C)nn2-c1ccccc1 | -1.8

Next section.
SMILES | ROC1-CUL1 inh
CC(C)(C)C(=O)n1nc(-c2ccccc2)cc1-c1ccccc1 | 3.5
COc1ccccc1OC(=O)c1cccc(Cl)c1 | -7.8
COc1ccc(Br)cc1CNC(=O)CSc1cc(=O)n(C)c2ccccc12 | -8.3
COCC1CCCCN1C(=O)CC1(c2cccc(C(F)(F)F)c2)CC(=O)N(C2CC2)C1=O (configuration not stated) | -2.5
O=C1S/C(=C/c2cccc(O)c2)C(=O)N1Cc1ccccc1F | -11.5
CCc1ccc(CNCc2ccccc2Cl)cc1 | 2.1
CC(=O)Nc1ccc2nn(-c3ccc(C)c(Cl)c3)nc2c1 | -4.0
CCOC(=O)c1c(NC(=O)c2cc(Cl)ccc2Cl)sc2c1CCCC2 | 0.7
O=S(=O)(NCCc1csc(-c2ccc(F)cc2)n1)c1ccc(F)cc1F | 8.5
CC(=O)NCC1Cc2ccccc2Sc2ccccc21 (configuration not stated) | 5.2
Cc1ccc(NC(=O)c2c(-n3c(C)cc(/C=C4\C(=O)NC(=O)N(c5ccc6c(c5)OCO6)C4=O)c3C)sc3c2CCCC3)cc1 | 12.9
COc1ccc(-c2[nH]ncc2CN(C)Cc2cccnc2)c(F)c1 | 1.5
Cc1ccc2nc(N3CCC(C(=O)N4CCN(c5cccc(C)c5C)CC4)CC3)[nH]c2c1 | 2.0
CCc1cccc(C)c1N(C(=O)COc1ccc(Cl)cc1Cl)C(C)COC (configuration not stated) | -8.5
Cc1ccc(Oc2ccc(N3CC(C(=O)OCC(=O)c4ccccc4)CC3=O)cc2)cc1C (configuration not stated) | 10.2
C=CCOc1ccccc1CNC(C)(C)CO | 3.0
Cc1ccc(N(CC(=O)Nc2cc(C)cc(C)c2)S(=O)(=O)c2cccc3nonc23)cc1 | -1.0
Cc1ccc(Cn2cnc3nc4c(cc3c2=O)CC(C)CC4)cc1 (configuration not stated) | -2.8
Cc1nn(C(=O)COc2ccc(Cl)cc2)c(C)c1Sc1ccccc1 | 4.2
COc1cc(OC)cc(-c2nc(-c3cccc(C)c3)no2)c1 | 9.7
CCCC(=O)NCc1ccccn1 | -0.9
CCc1cccc(C)c1NC(=O)CN1CCCN(Cc2ccc(C)cc2)S1(=O)=O | 5.2
O=C(Nc1cccc(Cl)c1)c1cccc(NC(=S)Nc2ccccc2)c1 | -0.4
Cc1cc(Sc2nc3ccccc3[nH]2)n2c(nc3ccccc32)c1C#N | -12.8
CN(Cc1ccccc1)C(=O)CCS(=O)(=O)c1cc(Br)cc2c1N(C(=O)C1CC1)CC2 | -5.7

(more compounds)
SMILES | ROC1-CUL1 inh
Oc1ccc(Cl)c(C2Nc3ccccc3-c3nnc(SCc4ccccc4F)nc3O2)c1 (configuration not stated) | 2.0
COc1ccccc1-c1noc(-c2ccc(N3CCOCC3)c([N+](=O)[O-])c2)n1 | 7.0
Cc1ccc(C)c(S(=O)(=O)NCc2ccc(C(=O)N3CCN(c4ccccc4)CC3)cc2)c1 | -3.3
Cc1cccc(N2CCN(C(=O)CS(=O)(=O)c3cccc4nsnc34)CC2C)c1 (configuration not stated) | 1.5
CCCCOC(=O)Nc1ccc(S(=O)(=O)Nc2ncccn2)cc1 | -1.0
CCN1CCN(C(=O)c2ccc(CNS(=O)(=O)c3cccc(OC)c3)cc2)CC1 | 5.0
Cc1ccc(Oc2c(C(F)(F)F)oc3c(CN4CCCCC4)c(O)ccc3c2=O)cc1 | 12.7
Cc1c(Cl)cccc1-n1c(SCC(=O)NCc2ccccc2)nc2n[nH]c(C)c2c1=N | 6.1
Cc1ccc(CNC(=O)Cn2ccn(-c3ccc(F)cc3)c(=O)c2=O)cc1 | 1.0
CCOc1ccc(NC(C)=O)c([N+](=O)[O-])c1[N+](=O)[O-] | -0.6
COc1ccc(N2C(=O)C(=O)N(c3ccc(S(N)(=O)=O)cc3)C2=S)cc1 | 11.0
CCCCN1C(=O)c2[nH]nc(-c3ccccc3O)c2C1c1ccc(OCc2ccccc2)cc1 (configuration not stated) | -4.1
Cc1ccc(S(=O)(=O)Oc2ncnc3ccccc23)cc1 | -3.8
CCc1ccc(C2C3=C(CC(c4ccccc4)CC3=O)OC(=N)C2C#N)cc1 (configuration not stated) | -5.2
CCCCn1c(CNC(=O)C23CC4CC(CC(C4)C2)C3)nnc1SCC(=O)Nc1ccc(C)cc1 | -6.3
CCCCC(C(=O)OCC(=O)c1cccc(OC)c1)N1C(=O)c2cc(Cl)c(Cl)cc2C1=O (configuration not stated) | 2.7
CCc1ccc(NC(=O)Cn2nc3c4ccccc4n(Cc4ccccc4)cc-3c2=O)cc1 | 1.8
CSc1ncc2c(n1)-c1ccccc1N(Cc1ccc(Cl)cc1)S2(=O)=O | -11.5
O=C(O)Cc1ccccc1S(=O)(=O)c1ccc(Cl)cc1 | -5.8
O=C(CSc1nc(-c2ccccc2)cs1)Nc1ccccc1 | -3.0
O=S1(=O)CC(Cl)C2CCCCC21 (configuration not stated) | 6.1
COc1ccc(C(=O)NC2CC2)c(OC2CCN(C3Cc4ccccc4C3)CC2)c1 | -4.7
COc1ccccc1N1CCN(CCCCOc2c(OC)cccc2OC)CC1 | 0.0
S=c1scc(-c2ccccc2)n1Nc1ccccc1 | 2.4
CCc1ccc(-n2nc(CO)c(C(=O)NCc3ccccc3Cl)n2)cc1 | 6.7

New compounds follow.
SMILES | ROC1-CUL1 inh
Cc1ccc(-n2nc3cc(C)c(NC(=O)c4ccc(-c5ccccc5)o4)cc3n2)cc1 | 8.3
Cc1nc(-c2ccc(Cl)cc2)sc1CCNC(=O)c1ccco1 | -2.9
O=C1OC(Cc2ccncc2)C(=O)C1C1=NCCCN1 (configuration not stated) | 6.4
O=c1n(Cc2cccc(F)c2)c2ccccc2c2nc(-c3ccccc3)nn12 | -7.1
C=CCN(CC=C)Cc1cccc(OCC(O)CN2CCN(CC)CC2)c1 (configuration not stated) | 4.4
COc1ccc(Cl)cc1C(=O)Nc1nc(-c2ccc(C)c(C)c2)cs1 | 7.5
Cc1cccc(NC(=O)CCc2c(C)nc3c(c(C)nn3C(C)(C)C)c2C)c1C | -4.7
CN(CCc1ccccn1)Cc1nc(-c2ccc3c(c2)OCO3)no1 | 10.2
N#CC1C(=N)OC2=C(C(=O)CCC2)C1c1cccc2ccccc12 (configuration not stated) | -3.5
CC1=C(C#N)c2nc(N)c(C#N)c(C)c2/C1=C\c1cccc(F)c1 | -3.9
CCn1c(-c2cccnc2)nc2cc(NC(=O)COC)cc(C(=O)N(C)C(C)c3cccs3)c21 (configuration not stated) | 2.9
Cc1cc(C)cc(NC(=O)CCS(=O)(=O)c2ccc3nc(C)sc3c2)c1 | -5.3
CCCCN(CCCC)S(=O)(=O)c1ccc(NS(=O)(=O)c2ccc(C)cc2)cc1 | 2.9
O=C1N=C(Cc2cccn2-c2ccc(F)cc2)C(=O)N1Cc1ccccc1 | 2.9
C=CCNC(=O)c1nnn(-c2ccc(C)cc2)c1-c1ccco1 | -2.1
O=c1c2ccccc2[nH]c(=S)n1CC1CCCCC1 | 0.5
CCC(CC)C(=O)Nc1nnc2n1CCS2 | -14.0
Cc1cc(C)c2c(N)c(C(=O)N3N=C(c4cccs4)CC3c3ccco3)sc2n1 (configuration not stated) | 13.8
COc1ccc(C(=O)N2CCN(C(=O)CCC3(Cc4ccc(Cl)cc4)CCC(=O)N3)CC2)cc1 (configuration not stated) | -1.4
O=C(c1c(Cl)cccc1Cl)n1cccn1 | 0.9
COc1ccc(C(=O)OCCN(c2ccccc2OC)C2NS(=O)(=O)C3CCCCC23)cc1 (configuration not stated) | 1.0
CC(C)CCN(CN1C(=O)c2ccccc2C1=O)CN1C(=O)c2ccccc2C1=O | -4.0
CC(C)c1ccc(OCc2cc(=O)n3c4c(sc3n2)CCCC4)cc1 | -3.2
O=C(Nc1ccccc1F)c1ccc(CN2CCc3ccccc3C2)cc1 | -12.1
CCOC(=O)c1c(-c2ccc(OC)cc2)csc1NC(=O)c1cccnc1 | 2.9

Continued.
SMILES | ROC1-CUL1 inh
C=CCN1CCN(C(=O)C(C)Oc2ccc(C)c(C)c2)CC1 (configuration not stated) | -5.4
O=C1CC(C(=O)Nc2ccc(F)cc2)N=C(N2CCN(c3ccccc3)CC2)N1 (configuration not stated) | -0.8
NC(=O)c1ccc(NC(=O)c2csc3c2CCCC3)cc1 | 8.0
CC(=O)NCC(=O)N(C)CC1CCCN(CCc2ccc(Cl)cc2)C1 (configuration not stated) | -4.6
Cc1ccc(C)c(NC(=O)Cn2c(=O)n(Cc3ccccc3)c(=O)c3oc4ccccc4c32)c1 | -2.6
O=C1c2c(Cl)c(Cl)c(Cl)c(Cl)c2C(=O)N1c1ccc(Cc2ccncc2)cc1 | -1.9
COc1ccc(NC(=O)CC2Sc3ccccc3NC2=O)cc1 (configuration not stated) | 7.9
CCc1ccc(S(=O)(=O)Nc2ccc3oc(=O)sc3c2)cc1 | 10.3
O=C(CN1CCCN(Cc2cccc(Cl)c2)S1(=O)=O)Nc1ccc2c(c1)OCCO2 | 2.1
CCN1CCCC1CNC(=O)CCc1nnc(Cc2cc(OC)ccc2OC)o1 (configuration not stated) | 3.3
COc1ccc(NC(N)=Nc2nc(C)cc(C)n2)cc1OC | 12.9
Oc1ccc2nc(-c3ccccc3)nc(N3CCOCC3)c2c1 | -3.3
COCC1CCCCN1C(=O)c1cc(COc2ccc(OC)cc2Cl)[nH]n1 (configuration not stated) | 4.7
Cc1ccc(F)cc1NC(=O)c1sc2nc3c(cc2c1N)CCCCCC3 | 6.9
O=C(NCCc1cn2cccnc2n1)c1coc(CN2CCc3ccccc3C2)n1 | -2.6
Cc1cccc(NC(=O)Nc2cc(C)ccc2F)c1 | 0.5
O=C(Nc1cccc(N2CCC(NCCOc3cccnc3)CC2)c1)c1cccc(C(F)(F)F)c1 | 15.0
O=[N+]([O-])c1ccc(S(=O)(=O)Nc2ccc3c(c2)OCCO3)cc1 | 2.7
COc1ccc(-c2ccc(NS(=O)(=O)c3ccc(NC(C)=O)cc3)cc2)nn1 | -9.1

Laid out differently: 18 of the compounds above.
| structure | ROC1-CUL1 inh |
| --- | --- |
| O=C(Nc1ccccc1F)c1ccc(CN2CCc3ccccc3C2)cc1 | -12.1 |
| CCOC(=O)c1c(-c2ccc(OC)cc2)csc1NC(=O)c1cccnc1 | 2.9 |
| C=CCN1CCN(C(=O)C(C)Oc2ccc(C)c(C)c2)CC1 (configuration not stated) | -5.4 |
| O=C1CC(C(=O)Nc2ccc(F)cc2)N=C(N2CCN(c3ccccc3)CC2)N1 (configuration not stated) | -0.8 |
| NC(=O)c1ccc(NC(=O)c2csc3c2CCCC3)cc1 | 8.0 |
| CC(=O)NCC(=O)N(C)CC1CCCN(CCc2ccc(Cl)cc2)C1 (configuration not stated) | -4.6 |
| Cc1ccc(C)c(NC(=O)Cn2c(=O)n(Cc3ccccc3)c(=O)c3oc4ccccc4c32)c1 | -2.6 |
| O=C1c2c(Cl)c(Cl)c(Cl)c(Cl)c2C(=O)N1c1ccc(Cc2ccncc2)cc1 | -1.9 |
| COc1ccc(NC(=O)CC2Sc3ccccc3NC2=O)cc1 (configuration not stated) | 7.9 |
| CCc1ccc(S(=O)(=O)Nc2ccc3oc(=O)sc3c2)cc1 | 10.3 |
| O=C(CN1CCCN(Cc2cccc(Cl)c2)S1(=O)=O)Nc1ccc2c(c1)OCCO2 | 2.1 |
| CCN1CCCC1CNC(=O)CCc1nnc(Cc2cc(OC)ccc2OC)o1 (configuration not stated) | 3.3 |
| COc1ccc(NC(N)=Nc2nc(C)cc(C)n2)cc1OC | 12.9 |
| Oc1ccc2nc(-c3ccccc3)nc(N3CCOCC3)c2c1 | -3.3 |
| COCC1CCCCN1C(=O)c1cc(COc2ccc(OC)cc2Cl)[nH]n1 (configuration not stated) | 4.7 |
| Cc1ccc(F)cc1NC(=O)c1sc2nc3c(cc2c1N)CCCCCC3 | 6.9 |
| O=C(NCCc1cn2cccnc2n1)c1coc(CN2CCc3ccccc3C2)n1 | -2.6 |
| Cc1cccc(NC(=O)Nc2cc(C)ccc2F)c1 | 0.5 |
